Source: PubChem BioAssay
EPAC1 antagonist: antagonists of human EPAC1; 0.14% of 360,000 active; Potency, µM (top dose mostly 115 µM), without a hit: at the highest dose activity change, negative = inhibition, actives largely listed as inhibitors; AID 720709; EPAC1 GEF assay, Rap1b-BODIPY-GDP exchange fluorescence; O95398;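 note: potency is the fitted concentration of half-maximal effect; plate controls were vehicle for no effect and positive control for full effect; nearly all actives have a fitted effect of over 50% in size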
FUS yeast rescue: suppressors of FUS proteinopathy in yeast; S. cerevisiae FUS-expressing, growth rescue, OD600, 24 h; Potency, µM (series often up to 76.6 µM), inactives show at the top dose growth rescue (activation), actives largely listed as activators; 0.24% of 390,000 active;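 note: potency is the fitted concentration of half-maximal effect; plate controls were DMSO vehicle for no effect and reference control for full effect; nearly all actives have a fitted effect of over 55% in size; some results filed as inactive show a strong effect at the top dose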
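FUS-expressing yeast, raffinose-pregrown, induced in 2% galactose minimal medium at OD 0.005; compounds in a dilution series, 24hr at 30C. Growth restoration read as absorbance at 600 nm. CP55940 positive control, DMSO negative.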
EPAC1 ag: activates human EPAC1 exchange factor | O95398 | EPAC1 agonist qHTS, biochemical assay; response scale: 100% = response to 6.5 mM cAMP | Potency, µM (series often up to 154 µM), for inactives: at the highest dose activation, usual class: activators | 0.073% of 360,000 active; note: potency is the fitted concentration of half-maximal effect; nearly all actives have a fitted effect of over 60% in size
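Nucleotide exchange by EPAC1 (100 nM) on Rap1B–BODIPY-GDP (250 nM) in the presence of 50 uM GDP is tracked fluorescently at 480/540 nm over 30 min. Signals are normalized to a 6.5 mM cAMP control.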
IL-2 act: activators of IL-2; activation, % (series mostly up to about 46 µM); 0.065% of 360,000 active; AID 652025; IL-2 activation reporter assay, cell-based qHTS; stimulated with anti-CD3/CD4/CD28 beads; in transgenic mouse T cells; in the data active = activation above about 50%; inconclusive = mostly about 30% to 49%; note: 0% is about no effect
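Unstimulated transgenic mouse T cells preincubated 60 min with compound, then stimulated with anti-CD3/anti-CD4-coated beads plus anti-CD28 for 18 h at 37 degrees C. IL-2 response read as EGFP and DsRed fluorescence by plate cytometry.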
PLK1 PBD inh: blocks phosphopeptide binding to human PLK1 polo-box domain. Potency, µM, for the others: max response, negative = inhibition, most hits filed as inhibitors. Plk1 PBD binding of FITC phosphopeptide, fluorescence polarization. P53350. AID 720504. 2.8% of 360,000 active; note: potency is the fitted concentration of half-maximal effect; series mostly up to about 57 µM; % is set by controls: 0 for no effect and ±100 for the full control effect; nearly all actives have a fitted effect of over 65% in size
Target sequence (P53350 whole entry, looked up, the tested form may be a part): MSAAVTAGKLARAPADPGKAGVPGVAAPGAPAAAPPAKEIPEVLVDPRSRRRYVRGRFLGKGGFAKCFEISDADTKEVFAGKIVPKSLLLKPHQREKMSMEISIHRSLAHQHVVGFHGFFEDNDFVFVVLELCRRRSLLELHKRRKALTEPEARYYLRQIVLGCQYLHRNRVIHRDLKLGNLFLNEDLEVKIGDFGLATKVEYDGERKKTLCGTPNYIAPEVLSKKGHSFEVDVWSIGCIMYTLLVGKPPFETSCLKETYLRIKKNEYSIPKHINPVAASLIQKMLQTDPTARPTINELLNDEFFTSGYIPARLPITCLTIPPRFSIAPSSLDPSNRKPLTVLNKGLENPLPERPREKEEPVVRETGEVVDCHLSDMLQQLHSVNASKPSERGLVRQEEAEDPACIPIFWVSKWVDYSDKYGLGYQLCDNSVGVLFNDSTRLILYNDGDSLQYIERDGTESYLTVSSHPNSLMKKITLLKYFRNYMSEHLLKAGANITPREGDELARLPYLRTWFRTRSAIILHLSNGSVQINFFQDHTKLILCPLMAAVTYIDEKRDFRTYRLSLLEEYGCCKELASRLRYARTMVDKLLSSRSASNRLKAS
PI5P4K alpha inh: PI5P4K alpha (human) kinase inhibition. PI5P4Kalpha enzyme, ADP-Glo luminescence, 60 min; active compounds read low. max response, %. P48426. AID 652105. 1.2% of 330,000 active; active = max response of -50% or lower; inconclusive = between -30% and -50%; inactive = -30% or higher; note: value at the top dose of about 77 µM; % is set by controls: 0 for no effect and ±100 for the full control effect
Target sequence (P48426 whole entry, looked up): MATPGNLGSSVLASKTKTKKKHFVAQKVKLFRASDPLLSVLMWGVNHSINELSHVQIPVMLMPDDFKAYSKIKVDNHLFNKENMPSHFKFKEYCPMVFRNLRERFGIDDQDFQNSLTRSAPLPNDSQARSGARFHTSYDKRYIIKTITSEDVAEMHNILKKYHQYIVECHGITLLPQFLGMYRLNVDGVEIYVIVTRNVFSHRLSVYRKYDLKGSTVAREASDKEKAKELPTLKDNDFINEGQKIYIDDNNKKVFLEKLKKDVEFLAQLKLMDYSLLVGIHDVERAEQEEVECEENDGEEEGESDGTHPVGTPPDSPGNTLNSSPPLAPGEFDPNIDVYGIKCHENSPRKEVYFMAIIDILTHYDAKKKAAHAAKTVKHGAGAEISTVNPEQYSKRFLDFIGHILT
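Single end-point luminescence (ADP-Glo) quantified ADP from PI5P4Kalpha turnover; ATP 5 microM final, 1 h at RT, 0.1% CHAPS and 0.28 mM EGTA in HEPES pH 7.4.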
Abeta yeast res: compounds reversing amyloid beta toxicity in yeast | 0.063% of 410,000 active | Potency, µM (titrated, usually from 46.1 µM), for inactives: top-dose growth rescue, hits mostly activators | yeast expressing A-beta42, growth rescue, OD600, 48 h; response scale: 0% DMSO, 100% iron-clioquinol control; note: potency is the fitted concentration of half-maximal effect; nearly all actives have a fitted effect of over 55% in size
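Yeast growth medium received pinned compounds, then yeast cells expressing toxic A-beta were added; plates incubated at 30 C for 48 hr. Growth read as absorbance at 600 nm, normalized to DMSO and equimolar FeCl3 plus clioquinol controls.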
WRN helicase inh: inhibitors of human WRN helicase; Q14191; WRN helicase unwinding, fluorescent forked duplex, kinetic; Potency, µM (doses to about 114 µM), for inactives: at the highest dose activity change, negative = inhibition, most hits filed as inhibitors; 0.46% of 360,000 active; AID 651768; note: potency is the fitted concentration of half-maximal effect; % is set by controls: 0 for no effect and ±100 for the full control effect; nearly all actives have a fitted effect of over 55% in size
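Kinetic fluorescence helicase assay: unwinding of a quenched forked DNA duplex (100 nM final) with 2 mM ATP final raises red fluorescence (525/598 nm). Compounds sat 15 min at room temperature with 20 nM WRN beforehand.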
An asterisk follows results filed as active; ? = inconclusive; . = not tested or not shown; [ ] = remark or other dose. Unless noted, calls come from the whole dose curve; as a rule, active = well fitted curve in the direction sought with a large enough effect; inconclusive = small, poorly fitted or top-dose-only effect, or another doubt; inactive = no such curve, though single readings can be large; an effect the other way counts as inactive or inconclusive.

cpd	compound	EPAC1 antagonist	FUS yeast rescue	EPAC1 ag	IL-2 act
1	CCCc1cc(=O)oc2cc(OCc3cccc(OC)c3)c(Cl)cc12	21%	-9%	-4%	-1.9
2	C/C(CC(=O)Nc1ccc(C)c(Cl)c1)=N\NC(=O)c1cccc(O)c1	-10%	12%	5%	-0.7
3	O=C(NCc1ccco1)c1nnc(Cc2ccc(Cl)cc2)o1	8%	-25%	0%	1.6
4	CCN(Cc1ccc(C#CCCO)cc1)CC1CCCN(CCc2cccc(OC)c2)C1 (stereo unspecified)	-15%	2%	13%	3.6
5	Fc1cc(Br)ccc1NC(=S)Nc1cccnc1	7%	-1%	1%	-3.0
6	Cc1ccsc1/C=N/NC(=O)c1ccc2c(c1)OCCO2	-5%	3%	7%	-0.3
7	CSc1ccc(CNCC2CCCO2)cc1 (stereo unspecified)	-7%	25%	-6%	-2.5
8	Cc1ccc(C(=O)O/N=C(/c2nonc2N)N(C)C)cc1	4%	-11%	-9%	1.6

cpd	PLK1 PBD inh	PI5P4K alpha inh	Abeta yeast res	WRN helicase inh
1	3%	12	2%	2%
2	0%	3	21%	4%
3	-5%	1	-29%	-8%
4	-9%	3	5%	0%
5	-24%	3	-11%	-2%
6	-5%	-2	-1%	-11%
7	6%	-8	-4%	10%
8	-2%	-4	13%	5%

Shown with values under each structure: entries from further up
Under each structure – EPAC1 antagonist	FUS yeast rescue	EPAC1 ag	IL-2 act	PLK1 PBD inh	PI5P4K alpha inh	Abeta yeast res	WRN helicase inh
3. O=C(NCc1ccco1)c1nnc(Cc2ccc(Cl)cc2)o1
    8%	-25%	0%	1.6	-5%	1	-29%	-8%
4. CCN(Cc1ccc(C#CCCO)cc1)CC1CCCN(CCc2cccc(OC)c2)C1 (stereo unspecified)
    -15%	2%	13%	3.6	-9%	3	5%	0%
5. Fc1cc(Br)ccc1NC(=S)Nc1cccnc1
    7%	-1%	1%	-3.0	-24%	3	-11%	-2%
6. Cc1ccsc1/C=N/NC(=O)c1ccc2c(c1)OCCO2
    -5%	3%	7%	-0.3	-5%	-2	-1%	-11%

More structures follow.
cpd	compound	EPAC1 antagonist	FUS yeast rescue	EPAC1 ag	IL-2 act
9	CCOc1ccc(C(C(=O)NC2CCCC2)N(C(=O)CNC(=O)c2ccco2)c2cccnc2)cc1 (stereo unspecified)	4%	5%	-4%	1.0
10	Cc1c(C(=O)N2CCCCC2)c(S(=O)(=O)NCCc2ccc(Cl)cc2)c(C)n1C	-4%	35%	3%	0.8
11	O=C(COC(=O)c1n[nH]c2ccccc12)NCCc1ccc(Cl)cc1	-11%	2%	-2%	-0.9
12	CO/N=C\c1cc(C(=O)c2ccc(Cl)cc2Cl)cn1C	16%	25%	15%	-0.5
13	O=C(/C=C/c1ccccc1)Nc1ccc(CN2CCOCC2)cc1	-5%	-5%	11%	-0.2
14	COc1ccc(CCC(=O)Nc2cc(S(=O)(=O)N3CCCCC3)ccc2N(C)C)cc1	-9%	16%	2%	-0.7
15	Cc1ccc(-c2cn3cccc(C)c3n2)cc1	-6%	17%	4%	-1.9
16	C=CCn1cc([N+](=O)[O-])nc1C	-3%	.	-4%	-0.5

cpd	PLK1 PBD inh	PI5P4K alpha inh	Abeta yeast res	WRN helicase inh
9	1%	5	-6%	7%
10	4%	-1	.	0%
11	-3%	3	-3%	-8%
12	-7%	0	-10%	-12%
13	-7%	-2	2%	-3%
14	1%	-4	-5%	-2%
15	-28%	1	-14%	0%
16	0%	11	9%	-28%

(list continues)
cpd	compound	EPAC1 antagonist	FUS yeast rescue	EPAC1 ag	IL-2 act
17	CC(C)NC(=O)c1cc(C2CCCCN2S(=O)(=O)c2ccc(C#N)cc2)on1 (stereo unspecified)	10%	-4%	7%	1.0
18	O=C(Nc1ccccc1)c1ccc(CSc2ccccn2)cc1	-2%	-3%	2%	-0.7
19	CCN(CC)CCn1c2c(c(SCC(=O)Nc3ccc4c(c3)OCO4)nc1=O)CCC2	-2%	10%	-2%	0.4
20	O=C(O)CCc1ccc(-c2cccs2)n1Cc1ccco1	14%	?	2%	-0.2
21	CCOc1ccc(NC(=O)CN(C)CC(=O)NC(C)c2ccccc2)cc1OCC (stereo unspecified)	-12%	9%	-9%	1.0
22	CCC(=O)Nc1ccc2nc(C3CC3)n(Cc3ccc(C(C)(C)C)cc3)c(=O)c2c1	8%	21%	-7%	-5.4
23	C[C@H](NC(=O)[C@@H]1CSC2c3ccccc3C(=O)N21)C(=O)NC1CCCCC1 (stereo partly specified)	-1%	12%	1%	-4.1
24	CCOC(=O)C(NC(=O)C1C(C)N1S(=O)(=O)c1ccc(C)cc1)C(=O)OCC (stereo unspecified)	2%	13%	0%	-1.6

cpd	PLK1 PBD inh	PI5P4K alpha inh	Abeta yeast res	WRN helicase inh
17	-5%	6	15%	1%
18	?	-1	-4%	-3%
19	-7%	-6	-1%	-4%
20	-15%	.	-34%[inhibitor]	-4%[11.6 µM]
21	-2%	-4	-10%	0%
22	12µM*	-8	1%	1%
23	?	2	4%	-8%
24	-1%	9	?	4%

New compounds follow
cpd	compound	EPAC1 antagonist	FUS yeast rescue	EPAC1 ag	IL-2 act
25	O=C(Nc1ccc2c(c1)OCO2)N1CCN(S(=O)(=O)c2ccc(Cl)cc2)CC1	11%	2%	2%	-1.1
26	CC(C)CCNC(=O)CN(Cc1ccccc1Cl)C(=O)CCC(=O)Nc1ccccn1	8%	4%	2%	1.9
27	COc1ccccc1N1CCN(C(=O)C(C)N(c2ccccc2)S(C)(=O)=O)CC1 (stereo unspecified)	6%	9%	2%	-0.2
28	COc1cc(CN2CCNC(=O)C2CC(=O)NC2CCCCC2)cc(OC)c1 (stereo unspecified)	-10%	.	-4%	-0.8
29	CCSc1nc2ccccc2c(=O)n1C1CCOC(C)(C)C1 (stereo unspecified)	-11%	11%	3%	-0.3
30	Cc1ccc2nc(CN(C)C(=O)[C@H]3O[C@@H](n4ccc(N)nc4=O)[C@H](O)[C@@H]3O)[nH]c2c1	4%	-30%	7%	0.3
31	CC(=O)Nc1ccc(C(=O)N2CCCC(c3cc(C(=O)NCc4cccnc4)no3)C2)cc1 (stereo unspecified)	4%	-10%	2%	2.0
32	O=C(NNC(=O)c1cc2ccccc2cc1O)Nc1ccccc1F	-15%	40%	16%	-1.8

cpd	PLK1 PBD inh	PI5P4K alpha inh	Abeta yeast res	WRN helicase inh
25	-5%	.	1%	5%
26	3%	0	1%	3%[57.1 µM]
27	0%	-4	6%	1%
28	-7%	1	2%	-25%
29	-7%	7	-27%	-8%
30	-3%	-3	-7%	3%
31	-12%	-9	-17%	-3%
32	-11%	-24	0%	4%

Next results follow:
cpd	compound	EPAC1 antagonist	FUS yeast rescue	EPAC1 ag	IL-2 act
33	O=C(CSc1n[nH]c(-c2cccs2)n1)N1CCCC1	?	-6%	0%	0.0
34	COC(=O)Cn1c(=O)c2c(nc3n2CCCN3CCc2ccccc2)n(C)c1=O	5%	7%	2%	1.8
35	CCCOC(=O)CC1C(=O)NCCN1Cc1ccccc1C (stereo unspecified)	4%	-14%	-4%	-0.2
36	Cc1cccc(CN2CCN(C3CN(Cc4cn(Cc5cccc(Cl)c5)nn4)S(=O)(=O)C3)CC2)c1 (stereo unspecified)	-3%	-12%	6%	0.4
37	CC(C)(C)NC(=O)CCCSc1nc2ccccc2s1	-12%	1%	-13%	-6.5
38	CCOC(=O)c1ccc2c(c1)nc(SCC(=O)N1CCCCC1)n2CC	-5%	1%	2%	0.2
39	Cc1ccc(-c2cccc(OC(=O)c3ccccc3F)c2)cc1	21%	3%	-7%	0.5
40	O=C(CSc1nc2ncccc2[nH]1)Nc1c(F)cc(F)cc1Br	6%	38%	11%	-0.3

cpd	PLK1 PBD inh	PI5P4K alpha inh	Abeta yeast res	WRN helicase inh
33	-11%	3	-7%	-8%
34	-2%	-1	-7%	10%
35	4%	-1	11%	0%
36	-9%	-1	-18%	-1%
37	2%	4	7%	1%
38	1%	8	17%	-10%
39	3%	16	-9%	3%
40	-2%	3	0%	9%

The list goes on:
cpd	compound	EPAC1 antagonist	FUS yeast rescue	EPAC1 ag	IL-2 act
41	Cn1nc(OCc2ccccc2)ccc1=O	7%	-1%	5%	-4.1
42	CCOCCn1c(SCC)nc2c1c(=O)[nH]c(=O)n2C	2%	10%	7%	-2.5
43	Cc1cc(Sc2ccc([N+](=O)[O-])cn2)ccc1Br	-17%	15%	-4%	-2.2
44	N=C1S/C(=C\c2ccc(O)cc2)C(=O)N1c1ccc(F)cc1	1%	5%	1%	-0.7
45	NC(=O)c1ccc(Nc2ccc([N+](=O)[O-])cc2[N+](=O)[O-])cc1	-13%	19%	2%	-0.1
46	CCn1c(=O)c2sccc2n(CC(=O)NC2CCCC2)c1=O	-2%	3%	-10%	0.3
47	CCOC(=O)c1[nH]c2ccc(OC)cc2c1NC(=S)N1CCN(c2cccc(C)c2C)CC1	-18%	31%	1%	-2.7
48	CCCCOc1ccc(Br)cc1CSC(=N)N	16%	1%	-1%	-2.5
49	Cc1ccc(-c2csc(NC(=O)CCNC(=O)c3ccc(Cl)cc3)n2)cc1	4%	9%	7%	-0.6
50	O=C(C[n+]1cccc2ccccc21)c1ccccc1	-1%	.	2%	0.5

cpd	PLK1 PBD inh	PI5P4K alpha inh	Abeta yeast res	WRN helicase inh
41	-4%	-1	-9%	10%
42	-12%	-2	-8%	6%
43	-1%	4	1%	-6%
44	-11%	-27	-1%	-23%
45	-11%	3	-7%	-10%
46	2%	4	-22%	4%
47	-11%	0	27%	?
48	-8%	-7	3%	2%
49	-7%	0	8%	7%
50	-9%	0	-3%	-10%

Rewritten bar-delimited: entries from further up
no. | canonical_smiles | EPAC1 antagonist | FUS yeast rescue | EPAC1 ag | IL-2 act | PLK1 PBD inh | PI5P4K alpha inh | Abeta yeast res | WRN helicase inh
43 | Cc1cc(Sc2ccc([N+](=O)[O-])cn2)ccc1Br | -17% | 15% | -4% | -2.2 | -1% | 4 | 1% | -6%
44 | N=C1S/C(=C\c2ccc(O)cc2)C(=O)N1c1ccc(F)cc1 | 1% | 5% | 1% | -0.7 | -11% | -27 | -1% | -23%
